# L3MBTL1 block: qHTS Assay for the Inhibitors of L3MBTL1; AID 485360, 2010; 230,000 tested, 0.66% active; AlphaScreen L3MBTL1–H3K9me1 peptide binding; Potency, µM (highest dose often 57.1 µM), for inactives: top-dose activity, negative = inhibition, most hits filed as inhibitors; further: nearly all actives have a fitted effect of over 60% in size
#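 Displacement of a biotinylated histone H3(1-15) peptide monomethylated at Lys9 (75 nM) from L3MBTL1 (50 nM) was measured by AlphaScreen after a 30 min room-temperature compound incubation; cefsulodin titration served as intraplate control.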
# KDM4E inh: qHTS Assay for Inhibitors of Human Jumonji Domain Containing 2E (JMJD2E); Lysine-specific demethylase 4E (Homo sapiens), B2RXH2; JMJD2E catalytic domain, FDH-coupled NADH fluorescence (FDH is formaldehyde dehydrogenase); Potency, µM (titrated, usually from 57.1 µM), without a hit: at the top dose activity change, negative = inhibition, usual class: inhibitors; 230,000 tested, 1.6% active; active means well fitted inhibition curve with a large enough effect, not every such curve was filed as active; inconclusive means small, poorly fitted or top-dose-only effect, or another doubt; inactive means no such curve, though single readings can be large or run the other way;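 further: 0% = wells with enzyme and -100% = buffer wells without enzyme; nearly all actives have a fitted effect of over 50% in size; many of its hits are not listed in these tables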
# Target sequence (B2RXH2 1-337 limits assumed): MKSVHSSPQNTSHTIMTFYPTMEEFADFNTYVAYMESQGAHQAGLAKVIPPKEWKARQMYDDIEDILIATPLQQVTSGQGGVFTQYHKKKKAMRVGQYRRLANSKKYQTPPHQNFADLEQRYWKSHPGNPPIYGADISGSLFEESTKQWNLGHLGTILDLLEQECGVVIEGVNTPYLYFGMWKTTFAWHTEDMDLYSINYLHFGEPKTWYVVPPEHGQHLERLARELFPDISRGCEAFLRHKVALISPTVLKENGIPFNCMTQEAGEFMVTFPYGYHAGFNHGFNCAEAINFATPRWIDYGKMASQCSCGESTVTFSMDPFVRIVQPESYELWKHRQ
# TRb-SRC2 inh: qHTS for Inhibitors of the Interaction of Thyroid Hormone Receptor and Steroid Receptor Coregulator 2 | Thyroid hormone receptor beta (Homo sapiens), P10828 | TRbeta-SRC2 peptide binding, fluorescence polarization; receptor liganded with 1 µM T3 | Potency, µM (highest dose often 106 µM), for the others: at the top dose activity change, negative = inhibition, actives largely listed as inhibitors | 280,000 tested, 0.065% active;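 further: plate controls were bound peptide for no effect and peptide without receptor for full effect; nearly all actives have a fitted effect of over 50% in size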
#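 Polarization signal, normalized between peptide-alone and full complex controls, measured compound effects on T3-liganded human TRb LBD (0.6 uM) binding 20 nM Texas Red SRC2 peptide after 5 hr.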
# TexasRed fluor: Total Fluorescence Counterscreen for Inhibitors of the Interaction of Thyroid Hormone Receptor and Steroid Receptor Coregulator 2. TRb/SRC2 Texas Red total fluorescence interference. Potency, µM (titrated, usually from 106 µM), inactives show top-dose fluorescence change, negative = quenching. 280,000 tested, 0.29% active; active means well fitted curve in either direction with a large enough effect; inconclusive means small, poorly fitted or top-dose-only effect
#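 Human TRβ ligand-binding domain (0.6 uM) and Texas Red SRC2 peptide (20 nM) in Tris buffer with 1 uM T3 and 5% DMSO were incubated with pinned compound for 5 hr at ambient temperature. Total fluorescence was computed as S + 2P (555/632 nm).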
# GoLoco inh red: qHTS Assay for Inhibitors of RGS12 GoLoco Motif Activity (Red Fluorophore) | Guanine nucleotide-binding protein G(i) subunit alpha-1 (Homo sapiens), P63096 | 230,000 tested, 0.44% active | Gai1:RGS12 GoLoco peptide FP, rhodamine, 10 min | Potency, µM (highest dose often 61.6 µM), inactives show at the highest dose activity, negative = inhibition, actives largely listed as inhibitors; active means well fitted inhibition curve with a large enough effect, not every such curve was filed as active; inactive means no such curve, though single readings can be large or run the other way; further: nearly all actives have a fitted effect of over 30% in size; many of its hits are not listed in these tables
# Target sequence (P63096 whole entry, looked up): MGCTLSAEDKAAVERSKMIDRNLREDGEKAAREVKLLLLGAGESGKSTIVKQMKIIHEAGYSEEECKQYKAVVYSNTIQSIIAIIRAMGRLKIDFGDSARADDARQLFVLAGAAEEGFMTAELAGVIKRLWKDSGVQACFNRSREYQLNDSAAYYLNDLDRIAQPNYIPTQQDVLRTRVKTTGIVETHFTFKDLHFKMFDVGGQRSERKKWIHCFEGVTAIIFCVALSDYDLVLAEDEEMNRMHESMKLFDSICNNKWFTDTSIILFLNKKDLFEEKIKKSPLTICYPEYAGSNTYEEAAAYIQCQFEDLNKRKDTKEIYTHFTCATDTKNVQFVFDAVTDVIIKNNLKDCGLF
# Tau ThT inhib: qHTS for Inhibitors of Tau Fibril Formation, Thioflavin T Binding; Microtubule-associated protein tau (Homo sapiens), P10636; recombinant tau K18 P301L (four-repeat tau fragment), heparin-induced fibrillization, ThT fluorescence; Potency, µM (titrated, usually from 57.4 µM), for the others: at the highest dose activity, negative = inhibition, hits mostly inhibitors; 270,000 tested, 2.1% active; AID 1460, 2008; further: nearly all actives have a fitted effect of over 55% in size
# Target sequence (P10636 561-689 P618L limits assumed): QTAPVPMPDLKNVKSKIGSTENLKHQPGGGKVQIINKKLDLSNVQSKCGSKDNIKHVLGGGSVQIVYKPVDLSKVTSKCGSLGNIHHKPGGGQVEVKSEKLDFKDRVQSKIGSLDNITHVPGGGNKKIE
#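 Tau K18 P301L fragment (15 uM unlabeled plus 0.24 uM Alexa 594-labeled) in 100 mM sodium acetate pH 7 with compound, fibrillization induced by 20 uM heparin for 6 hr at 37 C. Thioflavin T (30 uM) added, fluorescence read after 1 hr (ex 450, em 510 nm).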
# Tau FP inhib: qHTS for Inhibitors of Tau Fibril Formation, Fluorescence Polarization; K18 P301L tau heparin fibrillization, Alexa594 FP, 6 h; Potency, µM (highest dose often 57.7 µM), for inactives: at the top dose activity, negative = inhibition, most hits filed as inhibitors; 280,000 tested, 0.39% active; AID 1468, 2008; further: nearly all actives have a fitted effect of over 55% in size
#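 Human K18 P301L fragment (15 uM unlabeled plus 0.24 uM Alexa 594-labeled) in 100 mM sodium acetate pH 7 with compound, aggregation induced by 20 uM heparin for 6 hr at 37 C. ThT (30 uM) added for 1 hr, then Alexa 594 FP read.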
# RECQ1 helicase: qHTS Assay for Inhibitors of RecQ-Like Dna Helicase 1 (RECQ1) | 240,000 tested, 0.54% active | RECQ1 DNA unwinding, red fluorescence kinetic read | ATP-dependent DNA helicase Q1 (Homo sapiens), P46063 | Potency, µM (series often up to 57.3 µM), without a hit: at the top dose activity, negative = inhibition, hits mostly inhibitors;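 further: plate controls were vehicle for no effect and no enzyme for full effect; nearly all actives have a fitted effect of over 30% in size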
#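 RECQ1T1 50 nM; forked duplex (20 bp + 30-nt ss tails) 200 nM, ATP 2 mM final; pH 8.0, 2 mM MgCl2, 2.5 ug/ml poly(dI-dC); 15 min compound preincubation; discontinuous kinetic read over 2 h at RT.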
# Active calls of the source: *; i = inactive; u = inconclusive; x = not tested or not shown; [ ] = dose if it differs, or a comment. Unless noted, the call rests on the fitted dose curve; in most records, active means well fitted curve in the direction sought with a large enough effect; inconclusive means small, poorly fitted or top-dose-only effect, or another doubt; inactive means no such curve, though single readings can be large; an effect the other way counts as inactive or inconclusive. Unless noted, on the % scale 0 is the no-effect control and ±100 the full control effect; potency means the concentration at half of the fitted maximal effect. The list is partial; the hit share may differ from the screen's.
structure,L3MBTL1 block,KDM4E inh,TRb-SRC2 inh,TexasRed fluor,GoLoco inh red,Tau ThT inhib,Tau FP inhib,RECQ1 helicase
COc1ccc(OCC(=O)Nc2ccccc2OC(F)F)cc1,0%[11.4 µM],7%,4%,-5%,9%,0%,0%,-11%
O=C(O)CCc1ccc(-c2ccc(F)cc2)n1Cc1ccco1,-4%,u,2%,0%,11%,-6%,4%,-11%
CC1=C(C(=O)OC2CCCC2)C(c2coc3ccc(C)cc3c2=O)C2=C(CCCC2=O)N1 (stereo unspecified),x,-1%,-9%,0%,4%,0%,5%,i
CCOC(=O)N1CCC(NC(=O)C2CCN(c3ccc(N4CCOCC4)nn3)CC2)CC1,-7%,u,3%,2%,-5%,u,4%,-2%
CC(C)(C)C1CCC(C(=O)Nc2cccnc2)CC1 (stereo unspecified),4%,4%,5%,-3%,2%,3%,-3%,4%
Cc1cc(C)n(-c2nc(C)c(C)c(=O)n2CC(=O)Nc2cccc([N+](=O)[O-])c2)n1,x,x,-11%,-1%,x,-8%,-17%,x
CCn1c(C(=O)NCc2ccccc2)cc2sc(Cl)cc21,x,x,-13%[53 µM],-77%[53 µM],x,u,-5%,x
CCN(CC)S(=O)(=O)c1c(Br)cc(C)cc1Br,x,7%,-13%,-2%,2%,-19%,-7%,-4%
COc1ccc(C(=O)NC(=S)Nc2ccc(Cl)cn2)cc1OC,3%,3%,-6%,-1%,7%,-10%,-15%,i
CCCCOC(=O)c1ccc(Nc2ccc([N+](=O)[O-])cn2)cc1,-6%,1%,11%,-2%,1%,0%,-10%,-1%
Cc1cc(Nc2ccc(F)cc2)n2nc(C)nc2n1,x,4%,-5%,-2%,5%,-12%,1%,-4%
COC(=O)C1=C(C)NC2=C(C1c1ccc(O)cc1)S(=O)(=O)c1ccccc12 (stereo unspecified),x,-7%,-7%,-3%,7%,-8%,-1%,-7%
Cc1cc(C)c(NC(=O)CSc2cn(CC(=O)N3CCOCC3)c3ccccc23)c(C)c1,x,x,-2%,-4%,x,-3%,0%,x
O=C(CC12CCC(CC1)C2)NCc1ccc2c(c1)OCO2,1%,x,1%,1%,-4%,-1%,-2%,-3%
OCCC1CN(Cc2cnn(-c3ccc(F)cc3)c2)CCN1Cc1ccsc1 (stereo unspecified),-7%,8%,-3%,-6%,12%,-7%,0%,i
CCOC(=O)c1ccc(NC(=O)CCc2c(C)nc3c(-c4ccc(F)cc4)c(C)nn3c2C)cc1,x,x,6%,-9%,x,4%,u,x
CN(Cc1ccccc1)c1nc2c(S(=O)(=O)c3cccc(Cl)c3)nnn2c2ccsc12,x,x,1%,-1%,x,-2%,-13%,x
COc1cc(CC(=O)N(c2ccccc2)c2nc(C)cs2)cc(OC)c1OC,x,-3%,-6%,0%,17%,-14%,7%,-7%
CCC(O)C(C)(C)C (stereo unspecified),5%,x,-4%,0%,13%,x,x,-6%
CCn1cc(C(=O)N2CCN(Cc3ccc4c(c3)OCO4)CC2)c(=O)c2ccc(C)nc21,x,6%,-1%,-7%,4%,-2%,10%,-14%
COc1ccc(C2c3c(oc4ccc(F)cc4c3=O)C(=O)N2Cc2ccc3c(c2)OCO3)cc1 (stereo unspecified),x,x,-2%,-39%,x,0%,-4%,x
Cc1ccc2c(c1)cc(CN(Cc1ccco1)C(=O)N1CCOCC1)c1nnnn12,-4%,6%,-8%,-1%,6%,-5%,2%,-7%
O=c1[nH]c(-c2ccc(O)cc2)nc2scc(-c3cccs3)c12,2%,u,1%,-6%,8%,u,-7%,i
COCCNC(=S)NNC(=O)c1cccs1,1%,14%,8%,0%,0%,8%,3%,i

# In the list so far, these have a nitro group on carbon:
structure,L3MBTL1 block,KDM4E inh,TRb-SRC2 inh,TexasRed fluor,GoLoco inh red,Tau ThT inhib,Tau FP inhib,RECQ1 helicase
Cc1cc(C)n(-c2nc(C)c(C)c(=O)n2CC(=O)Nc2cccc([N+](=O)[O-])c2)n1,x,x,-11%,-1%,x,-8%,-17%,x
CCCCOC(=O)c1ccc(Nc2ccc([N+](=O)[O-])cn2)cc1,-6%,1%,11%,-2%,1%,0%,-10%,-1%

# The listing continues.
structure,L3MBTL1 block,KDM4E inh,TRb-SRC2 inh,TexasRed fluor,GoLoco inh red,Tau ThT inhib,Tau FP inhib,RECQ1 helicase
O=C(CSc1nnnn1-c1cccc2ccccc12)N1CCOCC1,15%,2%,-5%,2%,-15%,-1%,6%,-6%
COc1ccc(Cl)cc1-c1nc(SCC(=O)NC(C)C(C)C)n[nH]1 (stereo unspecified),x,-4%,1%,-2%,8%,-4%,1%,-3%
NC(=O)CSC1=N/C(=C\c2ccco2)C(=O)N1c1ccc(OC(F)F)cc1,-25%,-8%,-4%,-1%,27%,u,-4%,i
Oc1[nH]c2ccccc2c1N=Nc1ccc(F)cc1,3%,2%,-1%,1%,-2%,2µM*,2%,-11%
Cc1ccc2c(=O)cc(C(=O)Nc3ccc(S(=O)(=O)N4CCCC(C)C4)cc3)oc2c1C (stereo unspecified),x,x,-1%,3%,x,11%,u,x
Cc1nnc(C)n1-c1ccc(C(=O)Nc2cccc(Br)c2)cc1,x,x,-4%,1%,x,-14%,-3%,x
CC(C)(C)NC(=O)c1ccc2c(c1)C(=O)N(C1CCCCC1)C2=O,1%,8%,-4%,-1%,-1%,-17%,-2%,-1%
COc1nccnc1NS(=O)(=O)c1ccc(N=Cc2c(C)[nH]n(-c3ccccc3)c2=O)cc1,-11%,2%,4%,0%,-1%,4%,-1%,-2%
Cc1cccc(C)c1NC(=O)CCSCCc1ccccn1,x,x,-3%,1%,x,-5%,1%,x
CCCNC(=O)NS(=O)(=O)c1cnccc1Sc1ccc(Cl)c(Cl)c1,35%[activator],-19%,-32%,-1%,-14%,-7%,3%,-1%
COc1ccccc1C(=O)Nc1nc(-c2ccc3c(c2)OCCO3)cs1,x,u,6%,-2%,-1%,-18%,-27%,-5%
COc1ccc(C(=O)O)nc1C,52%[activator],14µM*,-8%,-5%,-7%,-3%,3%,-13%

# Grouped by structure, the entries above with a furan ring, fused or not.
structure,L3MBTL1 block,KDM4E inh,TRb-SRC2 inh,TexasRed fluor,GoLoco inh red,Tau ThT inhib,Tau FP inhib,RECQ1 helicase
O=C(O)CCc1ccc(-c2ccc(F)cc2)n1Cc1ccco1,-4%,u,2%,0%,11%,-6%,4%,-11%
Cc1ccc2c(c1)cc(CN(Cc1ccco1)C(=O)N1CCOCC1)c1nnnn12,-4%,6%,-8%,-1%,6%,-5%,2%,-7%
NC(=O)CSC1=N/C(=C\c2ccco2)C(=O)N1c1ccc(OC(F)F)cc1,-25%,-8%,-4%,-1%,27%,u,-4%,i

# Following part:
structure,L3MBTL1 block,KDM4E inh,TRb-SRC2 inh,TexasRed fluor,GoLoco inh red,Tau ThT inhib,Tau FP inhib,RECQ1 helicase
CCCOC(=O)c1cccc(NC(=O)c2c(-c3ccccc3Cl)noc2C)c1,x,x,2%,-2%,x,-13%,u,x
CCc1nnc(NC(=O)c2ccc(S(=O)(=O)N3CCOCC3)cc2)s1,12%,-1%,-3%,-3%,-4%,0%,-3%,-15%
COc1ccc(/C=C(/C#N)c2nc(-c3ccc(-c4ccccc4)cc3)cs2)cc1OC,x,x,u,u,x,u,u,x
O=C(/C=C/c1ccco1)N1CCN(S(=O)(=O)/C=C/c2ccccc2)CC1,-24%,-1%,-4%,-2%,18%,6%,0%,i
CCc1ccccc1NC(=S)NCC1CCN(c2ccc(OC)cc2)C1 (stereo unspecified),x,-22%,2%,0%,-6%,u,-1%,-8%
CCC1CCCCN1C(=O)CSc1nnc(-c2ccco2)o1 (stereo unspecified),-1%,8%,11%,2%,5%,-17%,-1%,-3%
COc1ccc(C(=O)N[C@H](C(=O)NCC2CCCCC2)C(C)C)cc1,x,1%,15%,-3%,-20%,-12%,-9%,3%
CCc1ccc(NC(=S)Nc2ccc3[nH]c(=O)[nH]c3c2)cc1,-2%,2%,-1%,0%,10%,u,-1%,-4%
O=C(Cc1coc2cc3c(cc12)CCC3)NCC1(N2CCCCC2)CCCCC1,-10%,-3%,7%,3%,8%,-8%,3%,i
CC1(c2ccccc2)NC(=O)N(Cc2ccc([N+](=O)[O-])cc2)C1=O (stereo unspecified),-2%,0%,4%,-7%,-5%,-7%,-4%,-2%
CCOC(=O)c1cnn2cc(-c3[nH]ncc3[N+](=O)[O-])cnc12,6%,-1%,3%,-3%,1%,-5%,1%,-2%
CN(C)c1ccc(NC(=O)Nc2cccc(Cl)c2)cc1,u,1%,-11%,-3%,-12%,13µM*,10%,-4%
Cn1c(CSc2ncn[nH]2)nc2ccccc21,-4%,-4%,-3%,0%,0%,-2%,6%,-4%
Cc1cc2c3c(c1C)C1(C(=O)N3C(C)(C)CC2C)C(C#N)=C(N)Oc2n[nH]c(C)c21 (stereo unspecified),-9%,-1%,-6%,-3%,-9%,-10%,-1%,-2%
COc1ccc2[nH]c(CN3CCN(C(C)C)C(CCO)C3)c(C)c2c1 (stereo unspecified),7%,4%,-5%,-3%,6%,-6%,8%[2.34 µM],-11%
CCc1cc(=O)oc2cc(C)c3c(-c4ccc(F)cc4)coc3c12,x,x,5%,-3%,x,u,-15%,x
O=C(CN1CCCN(Cc2ccccc2F)S1(=O)=O)Nc1ccc(F)c(Cl)c1,x,x,-7%,-2%,x,2%,-3%,x
C/C(=N\N1C(=O)c2ccccc2NC1c1ccccc1)c1ccccc1O (stereo unspecified),-3%,u,2%,-4%,9%,-3%,-11%,i
CCc1cc2c(=O)c(-c3ccon3)c(N)oc2cc1OC,-2%,3%,-14%,2%,x,-6%,0%,0%

# High-throughput results from PubChem.
